Compound activity (PubChem BioAssay)
EPAC2 antagonist: EPAC2 (human) antagonism; Potency, µM (series often up to 114 µM), without a hit: top-dose activity, negative = inhibition, most hits filed as inhibitors; Q8WZA2; hit rate 0.18% among 360,000; AID 720708; EPAC2 GEF exchange of Rap1B-BODIPY-GDP, fluorescence; further: potency means the concentration at half of the fitted maximal effect; on the % scale 0 is the no-effect control and ±100 the full control effect; nearly all actives have a fitted effect of over 45% in size; many of its hits are not listed in these tables
EPAC2 agonist: agonists of human EPAC2 (RAPGEF4) | EPAC2 activation, biochemical qHTS; response scale: 100% = 6.5 mM cAMP response | Potency, µM (top dose mostly 154 µM), for the others: at the highest dose activation, usual class: activators | hit rate 0.079% among 360,000 | Q8WZA2 | AID 720711; further: potency means the concentration at half of the fitted maximal effect; nearly all actives have a fitted effect of over 50% in size
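qHTS, titration series. 100 nM EPAC2 / 250 nM Rap1B-BODIPY-GDP / 50 uM GDP; RT; ex 480/em 540 nm, 5-min reads to 30 min. Norm. to 6.5 mM cAMP = activation.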
Abeta yeast res: restores growth of yeast expressing A-beta42 peptide. yeast expressing A-beta42, growth rescue, OD600, 48 h; response scale: 0% DMSO, 100% iron-clioquinol control. Potency, µM (highest dose often 46.1 µM), for the others: top-dose growth rescue, hits mostly activators. hit rate 0.063% among 410,000. AID 1347071; further: potency means the concentration at half of the fitted maximal effect; nearly all actives have a fitted effect of over 55% in size
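Yeast growth medium received pinned compounds, then yeast cells expressing toxic A-beta were added; plates incubated at 30 C for 48 hr. Growth read as absorbance at 600 nm, normalized to DMSO and equimolar FeCl3 plus clioquinol controls.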
FUS suppressor: suppressors of FUS proteinopathy in yeast | S. cerevisiae FUS-expressing, growth rescue, OD600, 24 h | Potency, µM (highest dose often 76.6 µM), inactives show at the highest dose growth rescue (activation), actives largely listed as activators | hit rate 0.24% among 390,000;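 further: potency means the concentration at half of the fitted maximal effect; plate controls were DMSO vehicle for no effect and reference control for full effect; nearly all actives have a fitted effect of over 55% in size; some results filed as inactive show a strong effect at the top dose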
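Toxicity suppression screen in FUS-yeast. Cells induced with 2% galactose, starting OD 0.005, treated 24hr at 30C with compounds at multiple final concentrations; growth by OD600.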
TDP-43 yeast inh: TDP-43 toxicity inhibition in yeast | Potency, µM (top dose mostly 46.1 µM), for inactives: at the top dose growth rescue (activation), usual class: activators | hit rate 1.8% among 410,000 | TDP-43 expressing yeast growth rescue, BacTiter-Glo, 24 h; further: potency means the concentration at half of the fitted maximal effect; % of control where 0% means no effect; nearly all actives have a fitted effect of over 50% in size
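Galactose-induced TDP-43 yeast, OD600=0.02, compound pinned; 24 hr, 30 deg C; BacTiter-Glo luminescence for growth. Inhibitors of TDP-43 toxicity read as activators.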
D3 antag: blocks the human D3 dopamine receptor; max response, negative = inhibition, %; D3R cells, DiscoveRx beta-arrestin luminescence, antagonist mode; hits give low values; AID 652054; hit rate 2.5% among 360,000; in the data active means max response below about -50%; inconclusive means no clear call, values can overlap the other calls; further: on the % scale 0 is the no-effect control and ±100 the full control effect; mostly tested at two doses, the higher about 12 µM
Target sequence (P35462 whole entry, looked up): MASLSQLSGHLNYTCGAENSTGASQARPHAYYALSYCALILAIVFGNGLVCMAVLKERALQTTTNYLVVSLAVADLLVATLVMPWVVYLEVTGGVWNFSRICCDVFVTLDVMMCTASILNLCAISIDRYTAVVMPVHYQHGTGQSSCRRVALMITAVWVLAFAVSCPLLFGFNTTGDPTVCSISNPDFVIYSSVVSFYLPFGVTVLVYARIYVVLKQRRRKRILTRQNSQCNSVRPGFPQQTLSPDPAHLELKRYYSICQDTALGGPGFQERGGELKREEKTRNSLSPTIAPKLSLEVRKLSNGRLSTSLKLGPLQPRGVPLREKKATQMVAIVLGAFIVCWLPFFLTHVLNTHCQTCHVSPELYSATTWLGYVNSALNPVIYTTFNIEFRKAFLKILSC
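Cells plated overnight at 1500 cells/well, then exposed to library compounds with dopamine controls for 90 minutes at 37 degrees C. DiscoveRx reagent added for 30–60 minutes at room temperature; luminescence read, quantitative HTS format.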
aSyn yeast inh: alpha-synuclein toxicity inhibition in yeast | hit rate 0.14% among 370,000 | Potency, µM (titrated, usually from 46.1 µM), without a hit: at the top dose growth rescue (activation), usual class: activators | AID 652106 | Yeast expressing alpha-synuclein, growth rescue, BacTiter-Glo, 24 h; further: potency means the concentration at half of the fitted maximal effect; % of control where 0% means no effect; nearly all actives have a fitted effect of over 65% in size
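Galactose-induced alpha-syn yeast (OD600=0.02, raffinose-pregrown) + pinned cpd, 24 hr, 30 deg C; growth by BacTiter-Glo luminescence. Growth restoration scores as activation.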
D3 ag: D3 dopamine receptor (human) agonism. hit rate 0.58% among 410,000. max activation, %. D3R DiscoveRx beta-arrestin cells, luminescence, 90 min; in the data active means max activation above about 30%; further: 0% is about no effect; mostly tested at two doses, the higher about 12 µM
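Agonist-mode cell screen: cells plated at 1500/well and incubated overnight at 37 °C, then exposed to library compounds for 90 min at 37 °C. Detection reagent was added for 30–60 min at room temperature, and luminescence was read.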
Active calls of the source: *; ? = inconclusive; / = not tested or not shown; [ ] = dose if it differs, or a comment. Unless noted, the call rests on the fitted dose curve; in most records, active means well fitted curve in the direction sought with a large enough effect; inconclusive means small, poorly fitted or top-dose-only effect, or another doubt; inactive means no such curve, though single readings can be large; an effect the other way counts as inactive or inconclusive. This is a subset; rates above refer to the full screens.

[1] COc1ccccc1NC(=O)N(CCN1CCOCC1)Cc1cc2cc(C)cc(C)c2[nH]c1=O
[2] O=C(O)CCS(=O)(=O)c1ccccc1Cl
[3] CC(C)OCCCNC(=O)CN1C(=O)COc2ccc(S(=O)(=O)N3CCOCC3)cc21
[4] Cc1nnc(-c2ccccc2)c[n+]1[O-]
[5] Cc1ccc(S(=O)(=O)N2CCC(C(=O)NCCCN3CCCCCC3)CC2)cc1
[6] Cc1ccc(CN2CCS(=O)(=O)CC2)o1
[7] COc1ccc(OC)c(NC(=O)N(C)CCc2c(C)nn(C)c2C)c1
[8] O=C(Cn1cc(SCc2ccccc2)c2ccccc21)N1CCCCC1
[9] CC(=O)Nc1ccc(NC(=O)CNC(=O)COc2ccccc2)cc1
[10] COc1ccc(N(CC(=O)N2CCCCCC2)S(=O)(=O)c2ccc(OC)c(OC)c2)cc1
Screen / compound no. | 1 | 2 | 3 | 4 | 5 | 6 | 7 | 8 | 9 | 10
EPAC2 antagonist | 1% | 26% | / | -1% | 10% | 14% | / | / | -18% | 5%
EPAC2 agonist | -4% | -1% | / | 7% | -2% | -7% | / | / | -6% | 7%
Abeta yeast res | 2% | -12% | -6% | -5% | 11% | 9% | -2% | 6% | -5% | 1%
FUS suppressor | 12% | -7% | -15% | -13% | 31% | 9% | -1% | 18% | 13% | 21%
TDP-43 yeast inh | 15% | -15% | -4% | 2% | -16% | -16%[1.82 µM] | 18% | 0% | -17% | -4%
D3 antag | -3 | 15 | / | -22 | -21 | 14 | / | / | 6 | 12
aSyn yeast inh | -2% | -2% | / | -2% | -7% | -1% | / | / | 7% | -1%
D3 ag | 2 | 3 | 4 | -2 | 2 | 25 | 7 | 3 | -1 | -5

[11] N#CCCN1CCn2c1nc1ccccc12
[12] Cc1nc(NC(=O)CCl)sc1C(=O)N(C)C
[13] COc1ccc(C(C(=O)NC(C)(C)C)N(C(=O)CCC(=O)Nc2cc(C)on2)c2ccc(C)c(C)c2)cc1 (stereo unspecified)
[14] Cc1ccc(Oc2nc(-c3cccnc3)nc3ccccc23)c([N+](=O)[O-])n1
[15] O=C(Nc1ccc2c(c1)OCO2)C1CC(c2cccc(Br)c2)=NO1 (stereo unspecified)
[16] CCOC(=O)C1CCN(Cc2ccc(N(C)C)cc2)CC1
[17] COc1cccc(-n2nnnc2SCC(=O)NC2CCCCC2)c1
[18] COc1ccccc1NS(=O)(=O)c1cc(C(=O)N2CCN(C/C=C/c3ccccc3)CC2)ccc1C
[19] CCOc1ccc(C2c3[nH]c4ccccc4c3CCN2Cc2cn(CC)nc2C)cc1 (stereo unspecified)
[20] COc1ccc(C(=O)NC(=S)N2CCCc3ccccc32)cc1OC
Screen / compound no. | 11 | 12 | 13 | 14 | 15 | 16 | 17 | 18 | 19 | 20
EPAC2 antagonist | 4% | -3% | 6% | 3% | 0% | 4%[57.1 µM] | -2% | -4% | -1% | -2%
EPAC2 agonist | -5% | 0% | -6% | 2% | 5% | -5% | 8% | -1% | 23% | 13%
Abeta yeast res | 7% | 10% | -3% | 16% | -7% | 7% | 15% | -3% | -9% | -2%
FUS suppressor | -9% | -25% | 20% | -6% | -11% | 4% | 5% | / | -11% | 20%
TDP-43 yeast inh | 13% | 0% | 3% | 17% | -1% | -1% | -3% | 3% | 11% | ?
D3 antag | 19 | 12 | 10 | 0 | -18 | -51* | 9 | 7 | -24 | 4
aSyn yeast inh | 2% | 9% | -5% | 0% | 0% | -6% | 5% | 8% | -3% | -1%
D3 ag | 2 | -2 | -27 | 1 | 6 | -8 | 0 | -1 | 6 | -2

[21] CCCC(C)C(=O)Nc1cccc(NC(C)=O)c1 (stereo unspecified)
[22] CS(=O)(=O)c1ncc(Cl)c(C(=O)Nc2ccc(N3CCOCC3)cc2)n1
[23] Cc1nc(=O)c(-c2ccccc2)c(C)n1Cc1ccccc1
[24] COc1cccc(-c2nc(=S)c3c(o2)CCCC3)c1
[25] CCOC(=O)c1c(C)n(CC(O)CN(C)C)c2cc(Br)c(OC)cc12 (stereo unspecified)
[26] Cc1noc(C)c1COC(=O)CN(C)S(=O)(=O)c1ccc(Cl)cc1
[27] COc1ccc(C2COC(=O)C2=N)c(NC(=O)c2ccccc2)c1 (stereo unspecified)
[28] CC(C)(C)c1nnc(NC(=O)NS(=O)(=O)c2ccccc2)s1
[29] O=C(c1ccco1)N1CCc2[nH]nc(-c3ccccc3)c2C1
[30] Cc1cc(C)n2nc(C(=O)OCC(=O)Nc3ccc4c(c3)OCO4)nc2n1
Screen / compound no. | 21 | 22 | 23 | 24 | 25 | 26 | 27 | 28 | 29 | 30
EPAC2 antagonist | 11% | 0% | -10% | -3% | -4% | 3% | 11% | 0% | -4% | 5%
EPAC2 agonist | -10% | 14% | 5% | 1% | 7% | -10% | 6% | 11% | 9% | 9%
Abeta yeast res | -2% | -15% | 6% | -7% | 9% | 14% | -3% | 1% | 3% | -2%
FUS suppressor | 15% | 9% | -10% | -8% | 20% | -13% | / | 13% | -5% | 31%
TDP-43 yeast inh | -7% | -1% | -5% | ? | -23% | 20% | 14% | -24% | 6% | -18%
D3 antag | 7 | -78* | 8 | 8 | 4 | -13 | 0 | ? | 10 | -17
aSyn yeast inh | -13% | -6% | -1% | -12% | -8% | 10% | 0% | -2% | 3% | -15%
D3 ag | 7 | -29 | -2 | -2 | -6 | -7 | 4 | -10 | 13 | -3

[31] O=C(CCS(=O)(=O)c1ccc(Br)cc1)Nc1ccc2c(c1)OCO2
[32] O=C(OCC(=O)N1CCc2ccccc21)C1CCCN1S(=O)(=O)c1ccc(Cl)cc1 (stereo unspecified)
[33] C=CCN(C(=O)Nc1ccc(F)cc1)C1CC(=O)N(c2ccc(OC)cc2)C1=O (stereo unspecified)
[34] CCN(C(=O)CSc1nnc(-c2cc3occc3n2C)n1-c1ccccc1C)c1ccccc1
[35] COc1cccc(COC(=O)C2CCN(C(=O)c3ccc(F)cc3)CC2)c1OC
[36] COC(=O)C[C@@H]1C[C@H]2c3cc(NC(=O)Nc4ccccc4F)ccc3O[C@H]2[C@H](CO)O1
[37] Cc1c(-c2nc(-c3ccc(C(F)(F)F)cc3)no2)n(C)oc1=O
[38] CCCCSCCCNC(=O)c1cc(-c2cccnc2)nc2ccc(S(=O)(=O)N3CCC(C)CC3)cc12
[39] O=S(=O)(NC1c2cccc3cccc(c23)C1N1CCNCC1)c1ccccc1 (stereo unspecified)
[40] Cc1cccc(-c2nc(CN3CCCC(C(=O)NC4CCCC4)C3)c(C)o2)c1 (stereo unspecified)
Screen / compound no. | 31 | 32 | 33 | 34 | 35 | 36 | 37 | 38 | 39 | 40
EPAC2 antagonist | -2% | -9% | 13% | / | 0% | -7% | -3% | / | 2% | -5%
EPAC2 agonist | -3% | 16% | 5% | / | 16% | 3% | -7% | / | 4% | 10%
Abeta yeast res | -2% | -1% | -2% | -11% | -1% | 6% | 8% | -4% | 5% | 9%
FUS suppressor | 26% | 19% | 10% | -11% | 22% | -11% | -4% | 0% | 10% | 22%
TDP-43 yeast inh | -19% | -13% | -9% | -7% | ? | 19% | -4%[1.82 µM] | -10% | 12% | -12%
D3 antag | 11 | -27 | -6 | / | 12 | 31 | -15 | / | -12 | -22
aSyn yeast inh | 14% | 20% | -2% | / | 13% | -8% | 3% | / | 0% | 1%
D3 ag | -4 | 3 | 22 | -2 | 2 | 7 | 4 | -4 | 3 | -10

[41] Cc1cccc(NC(=O)Nc2ccc([N+](=O)[O-])cc2)n1
[42] O=C(O)CCNS(=O)(=O)c1ccccc1C(F)(F)F
[43] Fc1ccc(-c2csc(=Nc3cccc(C(F)(F)F)c3)n2Cc2ccc3c(c2)OCO3)cc1
[44] CCCCCCS(=O)[C@H]1CS(=O)(=O)C[C@@H]1S(=O)CCCCCC (stereo partly specified)
[45] COc1ccc(Cc2nc3ccccc3n2CC(=O)N/N=C/c2ccc(O)cc2)cc1OC
[46] Nc1c(C(=O)Nc2ccc(F)cc2)sc(=S)n1-c1ccccc1F
[47] COc1ccc(OC)c(C2c3[nH]c4ccccc4c3C[C@H]3C(=O)N(CCCOC(C)C)CC(=O)N23)c1 (stereo partly specified)
[48] CCC1c2ccc(C)n2CCN1C(=O)Nc1cc(Cl)ccc1OC (stereo unspecified)
[49] COC(=O)C(Cc1c[nH]c2ccccc12)NC(=O)C(=O)c1c[nH]c2ccccc12 (stereo unspecified)
[50] Cc1ccc(C(=O)Nc2ccccc2C(=O)NCc2ccccc2)cc1
[51] CCCSc1nc(=O)n2cccc(C)c2n1
[52] CN(C)c1ccc(CC(=O)N2CCCCC2c2cc(C(=O)Nc3cccc(C#N)c3)no2)cc1 (stereo unspecified)
[53] Cn1ncc(-c2ccno2)c1C(=O)O
Screen / compound no. | 41 | 42 | 43 | 44 | 45 | 46 | 47 | 48 | 49 | 50 | 51 | 52 | 53
EPAC2 antagonist | 1% | 17% | / | -7% | 0% | -9% | -6% | -18% | 6% | 7% | 13% | -7% | 15%
EPAC2 agonist | 5% | 4% | / | -17% | -2% | 0% | 10% | 1% | 12% | -2% | 0% | 14% | 1%
Abeta yeast res | 0% | -8% | -16% | -17% | 0% | 14% | -5% | -72%[inhibitor] | -11% | -15% | -9% | -9% | -8%
FUS suppressor | -16% | -5% | -1% | -12% | / | -15% | 38% | 47% | 7% | / | 10% | ? | 9%
TDP-43 yeast inh | -1% | 10%[9.22 µM] | -7% | 21% | -1% | -4% | -9% | 15% | 3% | -3% | 24% | 18% | 0%
D3 antag | -9 | -2 | / | 0 | -3 | -12 | -16 | 23 | 0 | 14 | 16 | 20 | -1
aSyn yeast inh | -3% | -7% | / | -15% | 4% | 2% | -3% | -1% | -23% | -26% | -5% | -1% | -5%
D3 ag | -5 | 5 | -7 | 8 | -3 | 3 | -7 | -7 | 1 | 6 | 8 | 0 | -12

Among those listed so far, 4 have an aryl thioether with sulfur outside any ring.
[8] O=C(Cn1cc(SCc2ccccc2)c2ccccc21)N1CCCCC1
[17] COc1cccc(-n2nnnc2SCC(=O)NC2CCCCC2)c1
[34] CCN(C(=O)CSc1nnc(-c2cc3occc3n2C)n1-c1ccccc1C)c1ccccc1
[51] CCCSc1nc(=O)n2cccc(C)c2n1
Screen / compound no. | 8 | 17 | 34 | 51
EPAC2 antagonist | / | -2% | / | 13%
EPAC2 agonist | / | 8% | / | 0%
Abeta yeast res | 6% | 15% | -11% | -9%
FUS suppressor | 18% | 5% | -11% | 10%
TDP-43 yeast inh | 0% | -3% | -7% | 24%
D3 antag | / | 9 | / | 16
aSyn yeast inh | / | 5% | / | -5%
D3 ag | 3 | 0 | -2 | 8
